KKLEB cytotox: cytotoxicity in KKLEB CF airway cells, primary screen, cytotoxicity control for CF NF-kB inhibitor project, cell-based, uHTS, fluorescence assay plates | activity change (cytotoxicity), % at 5 µM | 360,000 tested, 0.36% active | KKLEB CF airway cells viability, ATPlite luminescence, overnight; stronger effect = lower value; cells stimulated with P. aeruginosa culture filtrate;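 active = corrected activity change at or below -50% at 5 µM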
HIF-2a inh: HIF-2a reporter inhibitors, primary screen, luminescence, 786-0 RCC cells; 786-0 RCC cells HIF-2a reporter, luciferase luminescence, overnight; inhibition, % at 18.8 µM; 360,000 tested, 0.72% active;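 active = inhibition of the luminescence signal of 40% or more relative to plate controls, in a single-dose primary screen at 18.75 µM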
NR2E3 ag-1: NR2E3 agonists in two-hybrid cells, primary screen, cell-based, luminescence, CHO-S, Gal4-NCOR/VP16-NR2E3; inhibition of corepressor binding, % at 3.98 µM; 360,000 tested, 0.35% active; AID 602229, 2012; luciferase;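 active = inhibition above the mean of all tested compounds plus 3 SD, cut at about 70% in these data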;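 also: 0% = DMSO with NR2E3 transfected cells and 100% = cells lacking NR2E3 construct; higher means lower luciferase signal from less NR2E3 corepressor binding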
Target sequence (Q9Y5X4 whole entry, looked up, the tested form may be a part): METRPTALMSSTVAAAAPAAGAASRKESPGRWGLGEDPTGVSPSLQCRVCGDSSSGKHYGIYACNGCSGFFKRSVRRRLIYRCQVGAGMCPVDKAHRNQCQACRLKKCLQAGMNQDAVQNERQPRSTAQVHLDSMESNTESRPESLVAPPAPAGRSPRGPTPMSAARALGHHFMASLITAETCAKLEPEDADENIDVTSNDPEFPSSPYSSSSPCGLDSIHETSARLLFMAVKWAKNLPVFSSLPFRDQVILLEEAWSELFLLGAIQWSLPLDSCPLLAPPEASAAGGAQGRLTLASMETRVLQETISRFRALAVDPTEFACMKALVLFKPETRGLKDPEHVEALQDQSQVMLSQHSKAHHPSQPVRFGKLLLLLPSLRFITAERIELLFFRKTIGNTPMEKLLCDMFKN
Shn3 inh set2: reduction of Shn3 3'UTR firefly luciferase signal, primary screen, Schnurri-3 inhibitor project, cell-based, Clone20 osteoblasts, set 2 | Clone20 osteoblast Shn3 3'UTR firefly luciferase, 24 h | 360,000 tested, 0.52% active | AID 588674, 2011 | inhibition, % at 12.5 µM;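 active = mean inhibition of at least 75% with every replicate also reaching 75%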;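 also: 0% = median of neutral control wells and 100% = pilot-screen positive control compound; some compounds past the cut are filed as inactive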
C8 TRAIL sens: viability loss with TRAIL in NB7+C8 cells, primary screen, TRAIL sensitizer project, cell-based, ATPlite luminescence; inhibition (viability loss, TRAIL sensitization), % at 10 µM; 360,000 tested, 1% active; AID 624354, 2012;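 active = compounds causing at least 50% loss of cell viability in the single-dose screen, relative to plate controls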
NR2E3 ag-2: inhibitors of NR2E3-RetCOR corepressor binding, primary screen, NR2E3 agonist project, biochemical, TR-FRET, GST-NR2E3, biotin-RetCOR; inhibition of corepressor binding, % at 4.78 µM; 1536-well; 320,000 tested, 0.12% active; Photoreceptor-specific nuclear receptor (Homo sapiens), Q9Y5X4; AID 2300, 2010;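 active = percent inhibition above the cutoff of mean plus 3 SD of all tested compounds, set per screening campaign, cut at about 20% in these data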;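 also: 0% = DMSO wells and 100% = biotin wells as full block of FRET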
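Material: NR2E3–RetCOR corepressor complex | Quantity: 1.35 nM GST-tagged NR2E3 final | Schedule: 5 h at 4 °C | Replication: Singlicate compound wells | Reagent: RetCOR corepressor, biotinylated, 7 nM | Controls: Biotin wells as high control, 0.6% DMSO wells as low control | Signal: TR-FRET, Eu(K)-anti-GST donor, streptavidin-D2 acceptor, ex 340, em 617/671 nm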
MITF TRPM1 inh: inhibitors of MITF-dependent TRPM1 promoter reporter, primary screen, cell-based, SK-MEL-5, single point, luciferase; inhibition, % at 12.5 µM; AID 488899, 2010; SK-MEL-5 TRPM1 promoter luciferase, 24 h; 330,000 tested, 0.83% active;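 active = mean inhibition across replicates of 60% or more, whatever share of single replicates reaches that level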; also: values of inactives mirror those of a sister screen read the other way
LMP1 NFkB inh: EBV LMP1-driven NF-kappaB luciferase reporter inhibitors, primary screen, cell-based, luminescence, single point | LMP1-induced NF-kappaB luciferase reporter cells | inhibition, % at 12.5 µM | 350,000 tested, 0.69% active | AID 504558, 2011; in the data active = inhibition above about 41%;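 also: 0% = neutral control wells and 100% = reference inhibitor control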
CF NFkB block: inhibitors of PAF-induced NF-kB signaling, primary screen, cell-based, GFP fluorescence, uHTS; KKLEB NF-kB-GFP reporter, GFP fluorescence overnight; inhibition, % at 5 µM; 360,000 tested, 0.86% active; AID 588850, 2011;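 active = at least 50% inhibition at 5 µM, scaled per plate between neutral and stimulator controls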;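 also: PAF is a Pseudomonas aeruginosa culture filtrate used as stimulus; plate controls were PAF-stimulated DMSO wells for no effect and unstimulated DMSO wells for full effect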
iPSC survival up: enhancers of single-cell hiPSC survival, primary screen, ATPlite luminescence; 100% = ROCK inhibitor wells, 0% = DMSO; survival enhancement, % at 20 µM; 360,000 tested, 0.044% active; in the data active = survival enhancement above about 18%;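 also: cells exposed to compounds for 16 hours before the ATP read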
Peg3 promoter: Peg3 promoter-driven luciferase inhibitors, primary screen, cell-based, HeLa, luciferase luminescence; 360,000 tested, 1.7% active; HeLa PEG-Prom luciferase reporter, overnight; inhibition, % at 20 µM;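 active = inhibition of at least 50% at 20 µM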
Starred values were filed as active, the others as inactive; . = no result given.

SMILES	KKLEB cytotox	HIF-2a inh	NR2E3 ag-1	Shn3 inh set2	C8 TRAIL sens	NR2E3 ag-2	MITF TRPM1 inh	LMP1 NFkB inh	CF NFkB block	iPSC survival up	Peg3 promoter
CCCOc1ccc(C(=O)NNC(=S)NC(C)=O)cc1	-22.1	5.1	18.9	83.1	1.4	2.5	9.9	28.8	14.3	-1.1	16.5
CC(C1CC1)N(Cc1ccccc1)C(=O)NC(=O)c1ccccc1 (stereo not given)	0.5	6.0	-8.8	4.5	-18.1	-0.3	4.2	-5.9	7.7	-0.6	-3.9
Cc1nc(-c2ccc(F)cc2)c(CC(=O)N2CCN(S(=O)(=O)c3cccc(Cl)c3)CC2)s1	-10.1	26.3	-7.4	-3.2	17.8	-0.7	-0.1	12.6	16.8	-0.3	45.4
CSc1ccc(C#N)cc1NC(=O)c1ccc(Cl)cc1	11.2	3.2	-23.4	-24.5	7.4	1.0	-1.1	1.7	-17.8	0.8	18.6
COc1ccc(/C(=N/Nc2ncnc3ccccc23)C(=O)O)cc1	2.8	-155.7	-99.9	-110.0	-0.3	0.4	4.8	-28.2	6.5	8.9	-129.2
COc1cc(/C=N/NC(=O)CC2(C)OCCCO2)ccc1OCc1ccccc1	5.4	-13.3	-17.0	-31.9	-6.8	-3.0	-2.6	-2.8	-18.0	-1.9	-88.0
CCOC(=O)c1c(NC(=S)Nc2cccnc2)sc(C)c1C	2.1	9.9	-6.3	-1.3	2.4	-1.6	7.7	-7.2	8.3	-0.9	11.0
COc1cc(OC)c(OC)cc1CN1CCN(C(=O)CC(C)C)CC1	7.7	7.6	-22.2	3.4	-5.6	1.9	11.9	-4.0	12.3	1.2	21.6
COc1ccccc1NC(=O)c1nn(C)cc1Br	7.5	-7.2	-7.0	3.6	15.9	1.7	13.7	5.7	0.0	-0.3	-6.1
Cc1cc(C)c(O)c(-c2cc(C(=O)NCCc3ccc(S(N)(=O)=O)cc3)[nH]n2)c1	9.2	10.1	-6.5	1.9	-15.8	-2.4	-12.1	-11.7	8.9	0.4	10.3
COC(=O)c1sccc1NC(=S)Nc1cccc(F)c1	1.7	0.3	-17.0	9.8	-5.5	7.1	-38.5	2.2	-13.5	-0.4	6.1
CCn1c(-c2ccoc2C)n[nH]c1=S	0.2	12.5	-18.5	-16.2	13.5	-3.3	4.3	-2.5	6.0	0.6	-12.2
O=C(C[N+]1(CC#Cc2ccccc2)CCCCC1)c1ccc(Cl)cc1	-5.0	-13.6	20.2	6.5	2.7	7.4	5.1	-9.4	-1.4	-1.5	-5.4
CC1(C)CC(N=Cc2c(O)n(Cc3ccc4c(c3)OCO4)c(=O)c3ccccc23)CC(C)(C)N1	-8.8	4.7	3.7	-2.9	36.8	0.2	10.6	5.0	4.6	-0.8	82.3*
COC(=O)c1ccccc1NC(=O)Cn1cnc2cc(C)c(C)cc21	-11.9	9.3	4.6	34.0	-9.5	0.1	6.3	-18.6	9.4	1.5	11.4
C=CCn1c(SCC(=O)NC23CC4CC(CC(C4)C2)C3)nc(O)cc1=O	11.4	11.4	-8.9	-16.1	-1.0	0.3	5.7	-6.0	-6.4	-1.7	-14.2
CC(Sc1nnc(N)s1)C(=O)Nc1ccc(N2CCOCC2)cc1 (stereo not given)	0.4	1.1	-9.2	3.8	-6.0	2.0	2.2	-7.5	-0.1	3.0	3.5
CCCCNC(=O)N(O)C1N(/N=C/c2cccnc2)C(=S)SC1(C)C (stereo not given)	0.2	9.5	-9.8	5.9	4.1	0.2	-3.3	8.4	-1.1	-0.2	-2.2
Cc1ccc(C2=[N+]([O-])C(C)N(O)C2(C)C)o1 (stereo not given)	9.3	13.2	-7.1	-6.8	0.5	3.8	5.1	-0.6	0.5	-4.9	6.6
Cc1cc(S(=O)(=O)N2c3ccc(F)cc3CCC2C)ccc1-n1cnnn1 (stereo not given)	-2.0	8.9	-12.8	-17.7	-2.6	0.9	7.8	-1.8	-6.2	0.0	8.2
Nc1ccnn1Cc1ccncc1	7.1	2.8	-14.2	13.6	4.7	4.0	8.4	15.4	-19.3	1.1	5.0
CCCCCN(C(=O)CCC(=O)OCC(=O)NCc1cccc(OC)c1)c1c(N)n(CCCC)c(=O)[nH]c1=O	1.9	13.9	-14.6	-4.2	-10.8	-3.3	2.8	2.0	-13.9	-0.4	14.7
COc1ccc(N2CCN(S(=O)(=O)c3cnc[nH]3)CC2)cc1	13.5	17.5	-13.2	8.1	-9.6	0.8	15.7	-6.2	-13.4	-0.3	4.8
COC(=O)CN1C2=NCCCN2c2ccccc21	1.0	10.6	11.2	3.0	-1.9	-3.5	-8.7	6.4	8.7	2.2	11.6
CCN(CC)C1CCN(C(=O)c2ccc(OC3CCN(Cc4ccccn4)CC3)cc2)C1 (stereo not given)	-4.1	10.6	34.9	5.7	5.4	5.8	-0.2	4.8	-6.6	0.3	-2.9
Cc1cc(C)cc(NC(=O)CSc2nc3[nH]ncc3c(=O)[nH]2)c1	-8.0	25.5	23.1	6.8	-3.4	4.5	5.8	-2.0	10.6	2.9	14.9
CC(=O)Nc1ccc(C(C)=NNC(=O)C2CCCC2)cc1	-5.5	-2.2	-36.3	-12.9	-4.9	.	.	.	-3.1	-1.1	-3.3
COc1cc(C(=O)NCc2ccco2)cc(OC)c1OC	5.8	11.8	-27.8	7.8	-14.3	-0.4	0.0	0.1	-10.0	0.3	10.8
Cc1cccc(C)c1NC(=O)CNC(=O)CCCc1c[nH]c2ccccc12	4.2	2.5	-21.3	-17.4	10.2	-3.6	2.9	-0.4	-12.1	-0.4	-21.4
O=C(CCn1nnc2ccccc2c1=O)N[C@@H](Cc1c[nH]c2ccccc12)C(=O)O	2.8	-7.5	-1.7	-21.6	15.8	2.9	-10.7	-8.5	-2.0	-0.6	17.9
COc1ccc(C2OC(=O)CC2C(=O)NC2CCCCCC2)cc1OC (stereo not given)	1.0	12.7	12.7	-35.4	-13.6	1.8	3.1	-4.0	4.2	-0.6	8.6
CCCC1Cc2c(sc3nc(SC)nc(N)c23)CO1 (stereo not given)	6.6	-20.4	-34.7	.	12.3	3.6	-8.5	6.0	-9.4	-1.9	-22.1
CN(C(=O)CSc1n[nH]c(-c2cccs2)n1)C1CCS(=O)(=O)C1 (stereo not given)	13.0	20.9	-16.1	-19.8	1.6	-3.6	1.8	-8.8	-10.1	0.1	6.4
COc1ccc(C(=O)NNC(=O)c2ccc(S(=O)(=O)N3CCCCC3)cc2)cc1	-5.5	16.1	12.3	2.2	-27.4	2.0	-4.6	2.0	5.9	0.2	9.8
CC(NS(=O)(=O)c1cccc(C(=O)NCc2ccncc2)c1)c1ccccc1 (stereo not given)	1.4	19.3	-13.4	2.5	-11.1	2.1	3.0	5.3	4.0	1.1	4.6
COC(=O)c1ccc(CSc2nc3ccc(C)cc3[nH]2)o1	5.0	12.8	-61.8	5.7	-10.2	1.8	6.1	-13.0	0.0	-5.7	-76.6
CN1CCN(c2ccc(Cl)cc2NS(=O)(=O)c2ccccc2Cl)CC1	6.9	-2.9	4.5	-1.1	13.4	-1.0	-17.3	-1.1	-0.9	-0.7	-0.9
Cc1ccnc(Nc2cccnc2)n1	9.0	-8.9	5.7	-42.8	5.8	.	.	.	-32.1	2.5	-2.6
C/C(CC(=O)Nc1ccc(Cl)c(Cl)c1)=N\NC(=O)Cc1ccccc1	-1.1	-10.8	-38.1	6.4	4.4	-1.2	-16.4	-4.3	3.1	-1.5	-6.8
Cn1c2ccccc2c2cnn(CC(=O)NCCCN3CCN(c4ccccc4F)CC3)c(=O)c21	-7.0	9.9	2.1	11.5	8.8	2.0	-8.9	8.1	-8.9	0.9	2.0
CN(C(=O)c1cccc(NC(=O)Cc2ccc(NC(=O)C3CCN(C(=O)C4CCCC4)CC3)cc2)c1)C1CCCCC1	4.1	15.1	-17.4	-2.4	-14.6	.	3.6	-6.3	22.6	-0.7	27.8
CC(=O)Nc1ccc(OC(=O)c2ccc(Cl)cc2)cc1	4.4	12.7	11.6	21.7	-17.1	0.8	-2.8	-0.1	5.1	-1.5	-4.9
COCCOC(=O)c1c(C)n(C)c2ccc(OC(=O)c3cccs3)cc12	7.3	1.3	4.3	-8.3	-2.1	-0.4	-11.1	-2.7	-0.2	1.8	-27.8
COC(=O)c1ccc(N2CCN(c3ccccc3)CC2)nc1	1.9	-92.2	-32.4	-48.1	-1.4	3.2	-101.9	-8.1	-12.4	-0.7	-267.4
COc1ccc(NC(=O)CSc2c(C)n[nH]c2C)cc1	-25.3	-5.0	4.8	-5.5	-14.9	2.2	9.6	-10.2	20.0	0.9	10.0
CCNC(=O)CC1C(=O)N(c2ccccc2)C(=O)N1CCOC (stereo not given)	-5.0	17.1	-15.8	6.5	-1.4	-0.5	-5.5	7.9	7.2	0.0	27.5
CC(C)(C)c1ccc(OC(=O)c2ccccc2)cc1	11.2	4.7	-15.3	-6.6	4.8	-2.9	-48.5	3.7	-6.1	-0.1	-26.6
COc1ccc(S(=O)(=O)N(C)c2ccc(C(=O)N3CCC(C(N)=O)CC3)cc2)cc1	1.6	10.4	-9.1	13.1	-7.7	-0.6	3.1	4.3	-0.3	2.8	14.5

Arranged by the number under LMP1 NFkB inh (lowest first): three of the compounds above.
SMILES,HIF-2a inh,NR2E3 ag-1,Shn3 inh set2,NR2E3 ag-2,MITF TRPM1 inh,LMP1 NFkB inh,CF NFkB block,Peg3 promoter
COC(=O)c1ccc(N2CCN(c3ccccc3)CC2)nc1,-92.2,-32.4,-48.1,3.2,-101.9,-8.1,-12.4,-267.4
CC(=O)Nc1ccc(OC(=O)c2ccc(Cl)cc2)cc1,12.7,11.6,21.7,0.8,-2.8,-0.1,5.1,-4.9
COc1ccc(S(=O)(=O)N(C)c2ccc(C(=O)N3CCC(C(N)=O)CC3)cc2)cc1,10.4,-9.1,13.1,-0.6,3.1,4.3,-0.3,14.5

Source: PubChem BioAssay

The list is partial. The share of hits here may be higher or lower than overall.
